Source: PubChem
KCNQ1 inh – inhibitors of human KCNQ1 channel, primary screen, cell-based, thallium flux, high-throughput | Potassium voltage-gated channel subfamily KQT member 1 (Homo sapiens), P51787 | CHO-K1 KCNQ1, FluxOR thallium flux fluorescence; hits give high values | B-score at 10 µM | 1.3% of 310,000 active | AID 2642, 2010;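 active = compounds whose thallium flux B-score, printed positive for inhibition, exceeds three library SD while starting fluorescence stays within three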;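 also: channel opened by potassium depolarization with thallium stimulus after 20 min compound exposure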
Target sequence (P51787 whole entry, looked up): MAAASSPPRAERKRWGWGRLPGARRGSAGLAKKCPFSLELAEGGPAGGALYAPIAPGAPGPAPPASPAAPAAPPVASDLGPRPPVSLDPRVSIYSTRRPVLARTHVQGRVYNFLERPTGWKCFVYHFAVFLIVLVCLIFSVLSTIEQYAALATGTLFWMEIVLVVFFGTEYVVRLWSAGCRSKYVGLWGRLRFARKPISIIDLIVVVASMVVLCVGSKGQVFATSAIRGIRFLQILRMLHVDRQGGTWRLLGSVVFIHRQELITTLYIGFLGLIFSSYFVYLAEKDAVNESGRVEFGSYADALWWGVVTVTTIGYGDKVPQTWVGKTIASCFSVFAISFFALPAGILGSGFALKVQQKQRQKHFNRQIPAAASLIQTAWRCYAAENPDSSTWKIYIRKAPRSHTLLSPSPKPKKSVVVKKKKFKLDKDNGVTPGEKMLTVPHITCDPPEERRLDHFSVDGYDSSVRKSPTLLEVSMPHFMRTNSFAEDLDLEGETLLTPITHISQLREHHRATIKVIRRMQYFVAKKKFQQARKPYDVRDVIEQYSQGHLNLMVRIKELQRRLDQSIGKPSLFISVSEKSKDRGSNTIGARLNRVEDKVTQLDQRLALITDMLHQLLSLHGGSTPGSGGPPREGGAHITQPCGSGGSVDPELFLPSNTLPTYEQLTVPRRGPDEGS
MrgX1 allo act – positive allosteric modulators of MrgX1, primary screen, HEK293 cells, Fluo-4 calcium flux; Mas-related G-protein coupled receptor member X1 (Homo sapiens), Q96LB2; B-score at 10 µM; 0.63% of 310,000 active; FDSS; hits give high values;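 active = plate-corrected calcium response at least 3 library SD above typical, normal starting fluorescence, not activating the receptor alone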;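 also: compound read alongside a low EC10 to EC30 dose of BAM8-22 agonist; peak minus trough fluorescence over baseline measured at the second addition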
Target sequence (Q96LB2 whole entry, looked up): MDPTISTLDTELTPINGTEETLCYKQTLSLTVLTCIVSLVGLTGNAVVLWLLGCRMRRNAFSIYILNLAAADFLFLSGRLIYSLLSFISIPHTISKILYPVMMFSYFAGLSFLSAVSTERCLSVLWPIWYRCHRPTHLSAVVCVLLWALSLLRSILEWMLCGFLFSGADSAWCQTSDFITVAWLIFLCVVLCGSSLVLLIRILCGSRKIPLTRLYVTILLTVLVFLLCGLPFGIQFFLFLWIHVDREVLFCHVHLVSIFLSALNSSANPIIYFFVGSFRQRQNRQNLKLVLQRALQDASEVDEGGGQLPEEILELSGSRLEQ
hERG protect – hERG rescue from dofetilide block, primary screen, cell-based, CHO-hERG, FluxOR thallium flux, dofetilide IC70; Voltage-gated inwardly rectifying potassium channel KCNH2 (Homo sapiens), Q12809; dofetilide IC70 present; 0.51% of 310,000 active; activation (rescue from dofetilide block), less the hit threshold, % at 10 µM;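 active = activation above the mean of controls blocked by dofetilide plus 5 SD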;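 also: thallium influx through hERG after potassium depolarization seen as dye fluorescence rise; in these data hits start at about 4.7%; inactives centre near -7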
MrgX1 agonist – agonists of human MrgX1 receptor, primary screen, HEK293 cells, Fluo-4 calcium flux; Mas-related G-protein coupled receptor member X1 (Homo sapiens), Q96LB2; Fluo-4 calcium fluorescence, agonist mode; hits give high values; B-score at 10 µM; 0.44% of 310,000 active; AID 588627, 2011;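 active = calcium response B-score plate-corrected fluorescence ratio at least 3 library SD, with starting fluorescence B-score inside 5 SD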
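Material: HEK293 cells stably expressing human MrgX1 receptor | Quantity: 15,000 cells per well | Times: Cells plated overnight, dye loaded 0.5 h 37 °C, 0.5 h room temperature | Measured by: Kinetic Fluo-4 NW fluorescence of intracellular calcium | Control set: Positive and negative controls per plate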
RGS4 pot – RGS4 potentiators or activators, primary screen, cell-based, HEK293 M3R inducible RGS4, calcium flux; carbachol calcium flux Fluo4; hits give low values; B-score at 10 µM; 0.92% of 310,000 active;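 active = B-score of the integrated calcium signal more than 4 SD below the library mean, with starting fluorescence not abnormally high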;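 also: negative B-score means reduced calcium response which marks RGS4 activation or potentiation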
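Detection: kinetic calcium fluorescence imaging with Fluo4-AM dye, 2 µM / Material: HEK293 cells with stable M3R and inducible RGS4 / Schedule: recording 10 s baseline at 1 Hz, 100 s post-agonist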
KCNK9 block – KCNK9 potassium channel inhibitors, primary screen, HEK293 cells, thallium flux | 1.2% of 310,000 active | AID 488922, 2010 | B-score at 10 µM | FluxOR thallium flux fluorescence; hits give low values;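 active = ratio B-score over 3 SD below the library mean, with starting fluorescence within 5 SD of its mean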;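 also: negative B-score means less thallium flux so channel inhibition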
ANO1 block – TMEM16A chloride channel inhibitors, primary screen, cell-based, HTS; 1.2% of 310,000 active; normalized B-score (activity score, 25-100; higher = stronger inhibition) at 10 µM; Anoctamin-1 (Mus musculus), Q8BHY3; HEK293 TMEM16A/YFP iodide influx fluorescence, ionomycin; AID 588511, 2011;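 active = ratio plate-corrected score three or more library SD toward inhibition, starting fluorescence score within five deviations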;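 also: score derived from kinetic fluorescence span divided by baseline fluorescence per well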
ANO1 activ – TMEM16A chloride channel activators or potentiators, primary screen, cell-based, HTS; HEK293 TMEM16A/YFP-H148Q/I152L, iodide quench fluorescence; hits give low values; B-score at 10 µM; 0.3% of 340,000 active;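 active = fluorescence-ratio B-score plate-corrected deviation score at least 3 library SD below zero, with starting fluorescence score within 5 deviations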;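 also: channel opened by trigger with iodide after compound preincubation; score built on the fluorescence ratio of max minus min over baseline; more negative score means more quench and so TMEM16A activation or potentiation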
KCNQ1 act – potentiators or activators of KCNQ1 channel, primary screen, cell-based, thallium flux, high-throughput | CHO-K1 KCNQ1, thallium flux FluxOR fluorescence; hits give high values | Potassium voltage-gated channel subfamily KQT member 1 (Homo sapiens), P51787 | B-score at 10 µM | AID 2648, 2010 | 0.35% of 310,000 active;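 active = fluorescence ratio B-score, a plate-corrected score, at least three library SD, with initial intensity B-score within 5 SD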
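Assay system: CHO-K1 cells stably expressing KCNQ1; Medium: assay buffer with matched DMSO; Also added: K+/Tl+ depolarizing stimulus; Dosing: single dose; Timing: dye 90 min, compound 20 min, room temperature; Measured by: kinetic FluxOR thallium fluorescence, 10-s 1-Hz baseline, 110-s post-stimulus read; Read-out: peak-minus-minimum fluorescence over initial fluorescence, negative-control normalized, B-scored.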
KCNK3 inh – human KCNK3 channel inhibitors, primary screen, CHO cells, FluxOR thallium flux, B-score; B-score at 10 µM; Potassium channel subfamily K member 3 (Homo sapiens), O14649; 0.84% of 340,000 active; FluxOR fluorescence; hits give low values;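 active = B-score under library mean minus 4 SD, starting fluorescence ratio at most library mean plus 5 SD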;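 also: more negative B-score means stronger inhibition of thallium flux through KCNK3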
RGS4 block – RGS4 inhibitors, primary screen, cell-based, HEK293 M3R inducible RGS4, calcium flux. Fluo-4 calcium flux; hits give high values; triggered by carbachol at its EC20. Regulator of G-protein signaling 4 (Homo sapiens), P49798. B-score at 10 µM. AID 463165, 2010. 0.45% of 310,000 active;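 active = B-score, a plate-corrected calcium signal, over three deviations above library mean, with baseline fluorescence within five deviations of library mean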;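 also: RGS4 expression induced by doxycycline in cells with stable M3 receptor; B-score is computed from the integrated fluorescence ratio over baseline after carbachol; higher B-score means a larger calcium signal and so more RGS4 inhibition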
* marks the source's active call; other numbers are inactive results; i = inactive; / = not tested or not shown. Rows are unselected. Share with any hit: about 6.3%.

SMILES	KCNQ1 inh	MrgX1 allo act	hERG protect	MrgX1 agonist	RGS4 pot	KCNK9 block	ANO1 block	ANO1 activ	KCNQ1 act	KCNK3 inh	RGS4 block
O=C(CSc1nncs1)NCc1ccc2c(c1)OCO2	i	i	-11	i	i	i	i	i	i	i	i
COc1ccc(-c2csc(N(CC3CCCO3)C(=O)c3ccccc3)n2)cc1 (centres undefined)	i	i	-10	i	i	i	i	i	i	-8.9*	i
CN1CCN(C2=Cc3ccccc3Sc3cc(F)ccc32)CC1	i	8.2*	-23	i	-12*	i	i	i	i	i	i
CC1(C)Cc2c(c(=S)nc(-c3ccccc3)n2CCCN2CCOCC2)CO1	i	i	0	i	i	i	i	i	i	i	i
Cc1cccc(C(=O)NCC(=O)NCC2COc3ccccc3O2)c1 (centres undefined)	i	i	-7	i	i	i	i	i	i	i	i
CO/N=C/CC(=O)c1ccc(OC)cc1	i	i	-11	i	i	i	i	i	i	i	i
Cc1cc(=O)oc2c3c(cc(OCC(=O)NC(Cc4ccc(Cl)cc4)C(=O)O)c12)OC(C)(C)CC3 (centres undefined)	i	i	-15	i	i	i	i	i	i	i	i
CN1c2ccccc2C(C)(C)C12CC(CCl)=NO2 (centres undefined)	i	i	-10	i	i	i	i	i	i	i	i
O=C(c1cnn2ccccc12)N1CCN(C2CCCCC2)CC1	i	i	-12	i	i	i	i	i	i	i	i
COc1cc(C(C(=O)NCC2CCCO2)N(C(=O)Cn2nnc3ccccc32)c2ccc(OC)c(OC)c2)ccc1O (centres undefined)	i	i	-4	i	i	i	i	i	i	i	i
Cn1c(SCC(=O)c2ccc3c(c2)OCCO3)nnc1C(F)(F)F	i	i	-2	i	i	i	i	i	i	i	i
Cc1ccc(C(C(=O)NC2CCCC2)N(Cc2cccs2)C(=O)CNC(=O)c2cccs2)o1 (centres undefined)	i	i	-13	i	i	i	i	i	i	i	i
CC(=O)[C@@H]1[C@@H]2C(=O)N(Cc3ccccc3)C(=O)[C@@H]2C2c3ccccc3C=CN21 (some centres undefined)	i	i	-18	i	i	i	i	i	i	i	i
Cn1c(N)c(C(=O)COC(=O)C2CCCN2C(=O)c2cccs2)c(=O)n(C)c1=O (centres undefined)	i	i	-7	i	i	i	i	i	i	i	i
O=C(O)c1cc(-c2ccc(N3CCOCC3)cc2)nn1-c1ccc(F)cc1	i	i	-4	i	i	i	i	i	i	i	i
Cc1nnc(N/N=C/c2cccc(C(F)(F)F)c2)n1N	i	i	-4	i	i	i	i	i	i	i	i
CC(=O)OCCCNc1cc(Sc2ccc(C)cc2)c2nonc2c1[N+](=O)[O-]	i	i	-3	i	i	i	i	i	i	i	i
CCOc1ccc(CNC(=O)NS(=O)(=O)c2ccc(OC)cc2)cc1	i	i	-5	i	i	i	i	i	i	i	i
CCN(CC)c1cc(C)c2cc(NC(=O)CNC(C)=O)ccc2n1	i	i	-4	i	i	i	i	i	i	i	i
C=C(C)CNC(=O)CCc1nnc(C2(c3ccc(Cl)cc3)CCC2)o1	i	i	-5	i	i	i	i	i	i	i	i
Cn1nnnc1SCC(=O)Nc1ccc2c(c1)OCO2	i	i	-12	i	i	i	i	i	i	i	i
O=C(O)C1CSC(c2ccccc2)N1C(=O)c1ccco1 (centres undefined)	i	i	-6	i	i	i	i	/	i	i	i
COc1cc([N+](=O)[O-])c(OC)cc1SCc1n[nH]c(=S)n1-c1ccc(C)cc1	i	i	-7	i	i	i	i	i	i	i	i
CN(NC(=O)c1ccc(Cl)cc1)c1cccc(Cl)n1	i	i	-7	i	i	i	i	i	i	i	i
CCCNC(=O)c1ccccc1NC(=O)CN(c1ccccc1)S(=O)(=O)N(C)C	i	i	-4	i	i	i	i	i	i	i	i
O=C1C=C(NCc2ccncc2)CC(c2ccccc2)C1 (centres undefined)	i	i	-6	i	i	i	i	i	i	i	i
Cc1ccc(OCc2nnc(SCc3nc4ccccc4[nH]3)n2Cc2ccco2)cc1	i	i	-9	i	i	i	100*	i	i	i	i
CN(C)C(=O)CSc1nnc(Cc2ccccc2)n1Cc1ccco1	i	i	1	i	i	i	i	i	i	i	i
Cn1c(=O)c2sccc2n(Cc2cccc(Br)c2)c1=O	i	i	-2	i	i	i	i	i	i	i	i
COc1ccccc1C1CCN(C(=O)c2ccc(Cl)cc2)CC1	i	i	-6	i	i	i	i	i	i	i	i
Cc1ccc(N/N=C2/CCCNC2=O)cc1	i	i	-2	i	i	i	i	i	i	i	i
COc1cc(/C=C(/NC(=O)c2ccc(Cl)cc2Cl)C(=O)O)cc(OC)c1OC	i	i	-5	i	i	i	i	i	i	i	i
COc1ccc(OC)c(-n2cc3c(=O)n(C)c(=O)n(C)c3c2)c1	i	i	-10	i	i	i	i	i	i	i	i
COc1ccccc1NC(=O)CC(NCCN(C)C)C(=O)O (centres undefined)	i	i	-8	i	i	i	i	i	i	i	i
COC(C[C@@H]1O[C@@H]1[C@@H](O)[C@@H](C)OCc1ccccc1)OC	i	/	-6	/	i	i	/	i	i	i	i
CCN(CC)c1ccc(-n2c(C)cc(C=O)c2C)cc1	i	i	-3	i	i	i	i	i	i	i	i
CC(=O)O/N=C(\N)c1ccc(-c2csnn2)cc1	i	i	-8	i	i	i	i	i	i	i	i
Cn1c(COc2cccc3cccnc23)nnc1SCC(=O)O	i	i	-21	i	i	i	i	i	i	i	i
CC(C)c1cc2c(c(O)c1O)[C@@]13CCCC(C)(C)C1CC2OC3=O (some centres undefined)	i	i	-18	i	i	i	i	i	i	i	i
O=C(CC1SC(=Nc2ccc3c(c2)OCCO3)NC1=O)Nc1ccc(F)cc1F (centres undefined)	i	i	-7	i	i	i	i	i	i	i	i
CCNC(=O)C(=O)NCC1OCCCN1S(=O)(=O)c1ccc(F)cc1C (centres undefined)	i	i	-7	i	i	i	i	i	i	i	i
COc1ccc(OC)c(CN2CCCC(CCC(=O)N(C)CCc3ccccn3)C2)c1 (centres undefined)	i	i	-6	i	i	i	i	i	i	i	i
COCCn1c(=O)[nH]c2cc(C(=O)NCCc3ccc(OC)c(OC)c3)ccc2c1=O	i	i	-12	i	i	i	i	i	i	i	i
COc1ccc2oc(C)c(C(=O)Cn3ccnc3)c2c1	i	i	-3	i	i	i	i	i	i	i	i
C#Cc1ccc(CN2CCCC(C(=O)Nc3ccccc3Oc3cccnc3)C2)cc1 (centres undefined)	i	i	-11	i	i	i	i	i	i	i	i
COc1cccc(NC(=O)Cn2c(=O)oc3cc(S(=O)(=O)N4CCCC4)ccc32)c1	i	i	-5	i	i	i	i	i	i	i	i
O=C1c2ccccc2NC(c2ccncc2)N1c1ccccn1 (centres undefined)	i	i	0	i	i	i	i	i	i	i	i
CCOC(=O)c1c(NC(=O)/C=C/C(=O)O)sc(C)c1-c1ccc(C(C)(C)C)cc1	i	i	-34	i	-12*	i	25*	i	i	i	i
CCOC(=O)c1sc(=S)n(-c2ccccc2Cl)c1SC	i	10*	-2	i	-8.8*	i	i	i	i	i	i
CCc1ccc(NC(=O)CSc2nc(=O)n3cc(C)ccc3n2)cc1	i	i	-14	i	i	i	i	i	i	i	i
CCOC(=O)c1c(NC(=O)c2ccco2)sc(C(=O)N2CCCC2)c1C	i	i	-15	i	i	i	i	i	i	i	i
C/C(=N\Nc1ccc([N+](=O)[O-])cc1)c1ccc(O)cc1	i	i	-10	i	i	i	i	i	i	i	i
COc1ccc2oc(C(=O)OCC(=O)N(Cc3ccccc3)C(C)C)c(C)c2c1	i	i	-15	i	i	i	i	i	i	i	i
O=C(Nc1cc2c3c(c1)CC(=O)N3CCC2)c1ccc(Cl)cc1	i	i	-10	i	i	i	i	i	i	i	i
CCn1cc(C(=O)O)c(=O)c2cc(F)c(N3CCN(C(=S)NC(=O)c4ccc(F)cc4)CC3)cc21	i	i	-7	i	i	i	i	i	i	i	i
O=C(O)C1CCN(C(=O)c2cccc3ccccc23)CC1	i	i	-3	i	i	i	i	i	i	i	i
CCCCN(C(=O)CCNC(=O)NC12CC3CC(CC(C3)C1)C2)c1c(N)n(CCC)c(=O)[nH]c1=O	i	i	-1	i	i	i	i	i	i	i	i
O=C(CCc1nc2ccccc2c(=O)[nH]1)Nc1nc(-c2cccs2)cs1	i	i	-13	i	i	i	i	i	i	i	i
CCC(NC(=O)NCc1ccccc1)(C(F)(F)F)C(F)(F)F	i	i	-3	i	i	i	i	i	i	i	i
COCCn1c(=NC(=O)CSC(C)=O)sc2cc(F)ccc21	i	i	-2	i	i	i	i	i	i	i	i
Remaining list, next part
SMILES	KCNQ1 inh	MrgX1 allo act	hERG protect	MrgX1 agonist	RGS4 pot	KCNK9 block	ANO1 block	ANO1 activ	KCNQ1 act	KCNK3 inh	RGS4 block
CCOC(=O)c1cnc2ccc(C(=O)OC)cc2c1Nc1ccc(C(=O)O)cc1	i	i	-8	i	i	i	i	i	i	i	i
Cc1sc(NC(=O)CSc2nnc(-c3ccccc3)o2)c(C#N)c1C	i	i	-16	i	i	i	i	i	i	i	i
Cc1ccc2c(c1)N(S(=O)(=O)c1ccc3c(c1)NC(=O)CC(=O)N3)CCO2	i	i	-5	i	i	i	i	i	i	i	i
Cc1ccc(C(O)CSc2nnc(-c3ccc4ccccc4c3)n2C)cc1 (centres undefined)	i	i	-11	i	i	i	i	i	i	i	i
